# Bioassay records deposited in PubChem BioAssay by several laboratories.
# SMARCA2 activ = SMARCA2 function activation, primary screen | actives 1% (n = 370,000) | MG213 cells, MMTV-luciferase reporter, dexamethasone, overnight | activation, % at 9.1 µM; in the data active means activation above about 7.8%;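 further: 0% = vehicle wells and 100% = reference activator wells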
# GC-A act = GC-A (human) enzyme activation. HEK293 GC-A cells, cGMP TR-FRET, EC30 ANP; 0% at EC30 ANP, 100% saturating ANP. actives 0.14% (n = 370,000). P16066. AID 1671463. activation, % at 10 µM; in the data active means activation above about 40%
# FXN GAA850 act = increases GAA850 frataxin promoter reporter activity | HEK293 lucGAA850 FXN promoter luciferase reporter, 24 h; percent of 10 µM SAHA response | activation, % at 6 µM | actives 0.56% (n = 360,000) | AID 540364;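 active means activation above the average of all compounds screened plus 3 SD, cutoff fixed separately per campaign, cut at about 7.5% in these data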;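 further: 0% = DMSO wells and 100% = 10 µM SAHA wells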
# HGIII-sPLA2 inh = Blocks human group III sPLA2 activity. Q9NZ20. QFRET BODIPY PC-A2 liposome hydrolysis, fluorescence. inhibition, % at 12.2 µM. actives 0.56% (n = 370,000). AID 743126;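 active means inhibition above mean plus 3 SD of compounds lying within the high and low control bounds, cut at about 19% in these data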;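 further: 0% = median of test compound wells and 100% = no enzyme DMSO wells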
# DAX1 inh-1 = DAX1 (NR0B1) inhibition, primary screen; inhibition, % at 6.8 µM; HEK293T StAR-luciferase reporter, SF-1/DAX-1 repression relief; AID 652010; actives 1.1% (n = 370,000);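 active means inhibition above the mean over all tested compounds plus 3 SD, cut at about 3.6% in these data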;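 further: 0% = DAX-1 cells with DMSO and 100% = cells lacking DAX-1 with DMSO; higher inhibition means more luminescence from relief of DAX-1 repression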
# ssDAF-12 act = activators of S. stercoralis DAF-12 nuclear receptor; AID 652126; activation, % at 6.8 µM; HEK293 ssDAF-12/GRIP1 lit1-tk-luc reporter, luminescence; % of 3 µM dafachronic acid response; actives 1% (n = 370,000);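 active means activation above the mean over all tested compounds plus 3 SD, cut at about 0.9% in these data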;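 further: 0% = DMSO-only wells and 100% = 3 µM delta7-dafachronic acid wells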
# hgDAF-12 ag = hgDAF-12 agonism, primary luciferase screen | HEK293 GAL4-hgDAF12 UAS-luciferase reporter, agonist luminescence; normalized to butyrate control | AID 687014 | activation, % at 6.8 µM | actives 1.8% (n = 370,000);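 active means activation above a cutoff set at the mean of all screened compounds plus 3 SD, cut at about 10% in these data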;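 further: 0% = DMSO wells and 100% = sodium butyrate wells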
# hcDAF-12 act = H. contortus DAF-12 activation, primary screen; HEK293 hcDAF-12 lit1-tk-luc reporter, luminescence; 0% DMSO, 100% Δ7-dafachronic acid; activation, % at 6.8 µM; actives 1.4% (n = 370,000); AID 652067;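 active means activation above the mean of all tested compounds plus 3 SD, cut at about 5.5% in these data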;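 further: 100% = response to 3 µM Δ7-dafachronic acid high control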
# DAX1 inh-2 = NR0B1 (DAX1) inhibition. P51843. HEK293 Gal4-DAX1 luciferase reporter, luminescence. inhibition, % at 6.75 µM. actives 0.99% (n = 340,000). AID 504766;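 active means inhibition above the mean over all tested compounds plus 3 SD, cut at about 4.2% in these data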;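 further: 0% = DAX1-transfected cells with DMSO and 100% = empty-vector control cells with DMSO; inhibition shows as a rise in luminescence from relieved DAX1 repression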
# GC-B act = GC-B (human) receptor activation; AID 1920062; P20594; HEK293-GC-B cells, CNP EC30, cGMP TR-FRET; 0% at EC30 CNP, 100% saturating CNP; activation, % at 10 µM; actives 0.11% (n = 370,000);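 active means activation at 10 µM reaching about 35% in either raw or pattern-adjusted values, limit read from the data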
# Target sequence (P20594 whole entry, looked up): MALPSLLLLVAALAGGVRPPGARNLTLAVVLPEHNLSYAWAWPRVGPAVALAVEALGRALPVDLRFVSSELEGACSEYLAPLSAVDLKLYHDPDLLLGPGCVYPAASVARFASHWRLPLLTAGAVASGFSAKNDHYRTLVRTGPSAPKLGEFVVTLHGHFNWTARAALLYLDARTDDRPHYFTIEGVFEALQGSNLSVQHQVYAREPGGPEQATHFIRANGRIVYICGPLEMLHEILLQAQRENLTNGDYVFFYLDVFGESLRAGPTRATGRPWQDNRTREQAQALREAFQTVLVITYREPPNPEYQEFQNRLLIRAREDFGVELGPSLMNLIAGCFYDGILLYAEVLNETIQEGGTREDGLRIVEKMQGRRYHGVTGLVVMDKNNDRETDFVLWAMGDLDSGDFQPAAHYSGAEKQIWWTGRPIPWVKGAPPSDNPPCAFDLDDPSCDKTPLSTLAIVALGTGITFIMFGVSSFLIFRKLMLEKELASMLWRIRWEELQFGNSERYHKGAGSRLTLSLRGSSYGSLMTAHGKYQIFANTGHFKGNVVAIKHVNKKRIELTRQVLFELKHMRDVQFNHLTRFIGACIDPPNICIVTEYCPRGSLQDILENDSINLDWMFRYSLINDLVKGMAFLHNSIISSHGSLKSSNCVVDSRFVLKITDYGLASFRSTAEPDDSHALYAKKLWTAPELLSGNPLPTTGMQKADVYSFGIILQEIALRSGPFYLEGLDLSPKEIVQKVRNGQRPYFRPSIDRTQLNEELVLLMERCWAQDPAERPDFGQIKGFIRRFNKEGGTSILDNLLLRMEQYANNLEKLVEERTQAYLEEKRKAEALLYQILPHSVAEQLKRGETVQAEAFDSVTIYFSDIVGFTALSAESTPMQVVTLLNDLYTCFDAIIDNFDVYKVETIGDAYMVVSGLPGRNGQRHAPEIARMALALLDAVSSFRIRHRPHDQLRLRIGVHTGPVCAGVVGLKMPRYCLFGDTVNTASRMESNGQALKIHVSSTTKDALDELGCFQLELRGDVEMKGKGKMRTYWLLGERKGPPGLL
# KLK7 zymogen act = activates the human kallikrein-7 zymogen; P49862; purified proKLK7, EDANS-DABCYL substrate fluorescence; 100% is mature enzyme control, 0% vehicle; activation, % at 7 µM; actives 0.9% (n = 370,000);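 active means activation above the mean of all tested compounds plus 3 SD, computed per campaign excluding outliers beyond control limits, cut at about 13% in these data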
# Starred values were filed as active, the others as inactive; . = not tested or not shown.
SMILES,SMARCA2 activ,GC-A act,FXN GAA850 act,HGIII-sPLA2 inh,DAX1 inh-1,ssDAF-12 act,hgDAF-12 ag,hcDAF-12 act,DAX1 inh-2,GC-B act,KLK7 zymogen act
COc1ccc(C2c3ccc(O)cc3Oc3ncn(Cc4ccco4)c(=N)c32)cc1OC (configuration not stated),-1,-1,1.0,-26,0.4,-2.0,-2.6,-2.8,3.7,-1,0.0
CN1CCN(c2ccc3c(c2)OC[C@H](Cc2ccccc2)NS3(=O)=O)CC1,0,3,.,-6,-0.7,-1.4,1.4,-0.9,.,-2,0.1
CCOC(=O)c1cccc(NC(=O)Nc2ccc3c(c2)C(=O)OC3)c1,3,17,-0.9,5,0.2,-0.6,2.0,-0.4,.,21,-0.5
C=CCN(C(=O)Nc1ccc2c(c1)nc(C)n2C)c1ccccc1,-1,4,0.7,0,1.5,-1.4,1.9,1.0,0.4,-3,0.2
Cc1ccc2nc(NCCNC(=O)c3ccccc3)c(C#N)cc2c1,-2,7,3.5,1,-0.2,-0.7,0.8,-1.1,0.0,-4,-0.7
CCOC(=O)C1CCCN(C(=O)c2cccc(OC(F)(F)F)c2)CC1 (configuration not stated),-1,2,0.5,-5,0.8,-1.9,0.4,-0.7,.,4,1.0
COc1cccc(C(=O)O/N=C/c2ccc(Sc3ccc(C)cc3)nc2)c1,0,0,2.4,-4,-0.8,-1.5,-1.5,-0.1,-0.6,0,0.4
O=C(O)c1sccc1S(=O)(=O)c1ccccc1,-2,4,-2.0,10,-0.4,-1.1,3.0,-1.4,1.7,-5,0.2
Cc1ccc(OCC(=O)OC(C)CN(C)Cc2ccccc2)cc1 (configuration not stated),1,0,-1.5,1,0.6,-1.0,-1.9,3.2,-0.8,-1,0.1
COc1ccc(OC)c(S(=O)(=O)Nc2ccc(CC(=O)O)cc2)c1,1,-1,2.1,2,0.3,-1.3,1.1,-1.2,0.8,-1,0.7
Cc1ccc(-c2nnc(SCC(=O)Nc3ccc(F)cc3F)n2Cc2ccco2)cc1,-3,-1,.,7,0.5,-1.9,2.0,-1.8,.,4,0.1
CCOc1ccc(N=Nc2c(C)[nH]n(-c3ccccc3)c2=O)cc1,-2,1,2.4,-5,0.1,-0.8,-2.2,2.7,3.6,-7,0.6
NC(=O)C1CCN(c2nc(-c3cccc(N)c3)cs2)CC1,3,-2,3.3,6,0.3,-1.2,7.7,1.7,3.5,-3,0.2
O=C(NCCc1ccccc1)c1noc2c1CCCCC2,5,3,3.3,-2,4.3*,-0.5,12*,2.2,2.7,1,0.3
COc1ccc(Nc2ncnc3ccccc23)c(OC)c1,9.0*,-1,4.4,7,0.1,-1.3,2.0,-0.8,-1.4,5,0.8
O=C(Cc1ccccc1)NCC(=O)OCc1ccccc1F,-1,4,1.7,1,0.2,-0.9,-0.5,0.1,-0.2,4,-0.2
Cc1ccc(SCCC(=O)N/N=C/c2ccncc2)cc1,-1,-4,0.4,0,0.3,-1.4,-0.7,-0.3,.,6,0.3
O=C1OCC(c2ccccc2)=C1c1ccccc1[N+](=O)[O-],-1,1,-1.5,-21,0.0,-1.3,0.8,-0.4,0.2,-4,-1.2
O=c1[nH]c2ccccc2c(=O)n1Cc1ccccc1,4,-8,1.3,3,-0.7,-1.0,0.0,-1.1,2.1,4,1.1
Cc1nccn1CC(O)Cn1c2ccccc2c2ccccc21 (configuration not stated),-6,2,-2.5,-13,-0.6,-1.8,-0.9,-1.8,0.1,-5,-0.1
CCOC(=O)[C@]12CCCC=C1N(Cc1ccc(OC)cc1)C(=O)[C@@H]2CC(=O)NCCC(C)C,-3,-1,.,-3,-2.2,-1.3,3.6,-2.6,.,4,0.3
COc1ccc(S(=O)(=O)N2CCCCC2)cc1NC(=O)COc1ccccc1,-1,1,0.1,-2,-1.0,-1.1,-2.8,-0.4,0.2,-2,0.3
Cc1cc(C)nc(NC(=O)c2cccc(Cl)c2)n1,-1,5,0.1,2,0.0,-0.8,1.2,0.7,0.1,1,-0.3
Nc1cccc(-n2nnnc2CN2CCOCC2)c1,-3,-2,0.2,6,-0.2,-0.3,-2.6,-0.1,1.9,5,-0.1
NC(=O)C1CCN(c2ncnc3c(-c4ccccc4)nsc23)CC1,4,-2,-0.9,3,0.1,-0.7,8.0,1.3,1.1,-19,-0.1
# (next part)
SMILES,SMARCA2 activ,GC-A act,FXN GAA850 act,HGIII-sPLA2 inh,DAX1 inh-1,ssDAF-12 act,hgDAF-12 ag,hcDAF-12 act,DAX1 inh-2,GC-B act,KLK7 zymogen act
NNC(=O)COc1ccc(-c2n[nH]c(C(F)(F)F)c2-c2ccc(Br)cc2)c(O)c1,0,-4,0.1,-15,-0.2,-1.1,1.7,0.1,-0.4,-1,0.1
CC(SC(=S)N1CCOCC1)C(=O)O (configuration not stated),-1,1,-0.3,2,-0.3,-0.9,2.3,0.6,0.6,-5,0.0
Cc1ccc(C(CC(=O)O)NC(=O)CCNC(=O)c2ccco2)cc1 (configuration not stated),1,4,-0.7,9,0.2,-0.3,0.6,1.5,0.3,-1,0.0
CC(C)(C)c1ccc(CC(=O)N2CCC2(C)C(=O)Nc2ccc(F)cc2F)cc1 (configuration not stated),-3,4,1.5,-6,-2.2,-1.6,-2.5,-3.8,.,5,0.3
Cn1nc(C(C)(C)C)cc1C(=O)N1CCCCC1c1cc(C(=O)NCc2ccccc2)no1 (configuration not stated),-7,1,0.8,-3,-2.9,-1.5,-1.3,1.3,.,-5,-0.3
Cc1ccc(NC(=O)[C@@H]2O[C@H](CO)[C@H](O)[C@H](O)[C@H]2O)cc1C(F)(F)F,1,1,0.9,0,-0.2,-1.6,1.3,0.8,.,-1,0.3
O=C(NC1CC1)C1CC(=O)N(c2ccc(F)cc2)C1 (configuration not stated),0,0,2.0,6,0.1,-1.0,-1.4,0.6,0.4,1,-0.2
COC(=O)C(C(=O)OC)c1ccc(N)cc1,-5,-4,3.1,9,0.3,-1.8,0.5,-2.2,0.2,3,-0.4
O=[N+]([O-])c1c(Nc2ccc(O)cc2)cc(N2CCOCC2)c2nonc12,-1,15,2.0,-5,-0.2,-1.2,-2.6,-1.6,0.0,14,-0.6
Cc1[nH]c(C)c(S(=O)(=O)N(C)Cc2ccccc2)c1C(=O)N1CCCC1,-1,2,0.1,3,-0.4,-1.3,0.8,0.3,0.8,5,-0.5
COc1cccc(C(O)c2nc(-c3ccc(F)c(Cl)c3)cs2)c1 (configuration not stated),0,2,-0.4,-8,0.5,-1.3,-0.4,0.1,.,-2,0.7
Cc1ccc(NC(=O)N2CCc3ccccc3C2)cc1C,4,2,1.4,5,6.6*,-1.0,14*,3.8,1.9,-4,1.1
c1ccc(-n2ncc3c2ncn2cnnc32)cc1,0,-2,-1.5,5,0.1,-1.2,0.7,-0.9,1.4,-14,-1.7
Cc1ccc(C(C(=O)NCc2ccco2)N(CC2CCCO2)C(=O)Cn2nnc3ccccc32)cc1 (configuration not stated),1,-3,0.1,0,-0.9,-1.0,2.3,-0.6,0.2,-15,0.4
O=C(OCc1nnc(-c2ccc([N+](=O)[O-])cc2)o1)c1ccc(F)c(S(=O)(=O)N2CCOCC2)c1,-3,2,-2.4,2,-0.1,-1.4,1.6,-0.3,-0.3,-1,0.1
O=C(O)CCC(=O)N1c2ccccc2NC2=C(C(=O)CC(c3ccc(F)cc3)C2)C1c1ccc([N+](=O)[O-])o1 (configuration not stated),-3,0,1.8,-4,-0.5,-0.3,-3.7,0.0,-0.5,-2,0.2
CN1C(=O)C2(NCCc3c2[nH]c2ccccc32)c2ccccc21 (configuration not stated),-2,-3,-1.5,-1,0.8,-0.7,0.1,0.6,-0.6,-1,0.1
CCC/C(O)=C1\C(=O)CC(C)(C)CC1=Nc1ccccc1OC,-1,-7,-2.1,1,-1.2,-1.6,-2.5,0.5,-1.1,-6,-0.6
COc1ccc(C2=CC(=O)C[C@H](c3ccc(F)cc3)C2)cc1F,0,0,1.4,-5,-0.5,-1.4,-0.7,-2.3,0.8,5,-0.6
O=C(NCc1ccc(Cl)cc1)C1CCN(c2cnccn2)CC1,0,-4,-0.1,5,-0.2,-1.1,2.3,-0.7,1.4,0,-0.2
O=C(c1cccc(Cl)c1)N1CCN(C(=O)c2ccccc2F)CC1,-3,-1,-0.9,11,-1.0,-1.5,3.3,-1.6,2.2,4,-0.2
COc1cc(NC(=O)Cc2ccc(Cl)cc2)ccc1NC(=O)c1ccco1,0,-5,1.9,-23,-1.2,-2.0,-2.5,-3.6,-0.4,3,10
CC1CCCCC1NC(=O)COC(=O)Cc1ccc(Br)cc1 (configuration not stated),-3,5,0.9,-10,1.0,-0.4,-1.7,-0.9,0.1,-2,0.5
CCOC(=O)C1=C(C)NC(C)=C(C(=O)OCC)C1c1nc2ccccc2[nH]1,1,-6,.,-1,-0.4,-1.6,0.5,-1.8,.,-20,0.9
CN(CCCN1CCOCC1)Cc1cn(C)nc1-c1ccccc1F,-5,3,0.4,10,-0.5,-1.6,-1.1,0.3,-0.6,1,-0.8
# Next entries follow:
SMILES,SMARCA2 activ,GC-A act,FXN GAA850 act,HGIII-sPLA2 inh,DAX1 inh-1,ssDAF-12 act,hgDAF-12 ag,hcDAF-12 act,DAX1 inh-2,GC-B act,KLK7 zymogen act
Cc1ccc(SCC(=O)N2CCCC2)cc1,-6,-2,2.4,13,1.0,-1.0,5.5,3.3,-0.4,1,0.3
N#CCCNS(=O)(=O)c1ccc(C(=O)OCC2CCCCC2)cc1,-3,7,2.1,-24,-0.5,-0.6,2.9,-0.8,-0.4,1,0.5
COc1cc(OC)c(OC)cc1/C=C/c1cc(C(F)(F)F)[nH]c(=O)n1,3,-1,1.6,-4,0.1,0.0,-0.9,1.5,0.2,-4,-0.4
COc1cc(/C=C/C(=O)OCC(=O)N2CCC(C)CC2)ccc1OCC#N,0,3,0.8,-2,0.7,-0.8,-0.5,1.4,1.4,0,1.7
CCN(CC(N)=O)S(=O)(=O)c1ccc(F)cc1,-6,4,0.0,3,0.5,-1.4,0.3,-1.6,-0.7,0,0.6
CC(=O)N1c2ccc(S(=O)(=O)N(C)c3cc(C)ccc3C)cc2CC1C (configuration not stated),0,-4,-0.5,-3,-0.1,-1.4,-1.5,-3.2,-1.0,-1,0.2
CC1CN=C(N(C(=O)Nc2ccccc2)C(C)c2ccccc2)S1 (configuration not stated),4,-3,-0.6,7,0.3,-0.5,2.6,1.5,1.7,-4,0.2
O=C(CSc1nnc(CNC(=O)c2ccccc2)o1)c1ccc(Cl)cc1,-1,3,-3.5,-43,-1.0,-1.2,-4.6,-2.2,-0.3,-4,0.5
Cc1ccc(S(=O)(=O)N2CCCCC2CCNC(=O)C(=O)NCc2ccco2)cc1 (configuration not stated),0,1,-3.1,-5,-3.2,-1.5,-0.3,-1.3,-2.9,-6,-0.3
